# Source: PubChem
# PvdQ acylase: P. aeruginosa PvdQ acylase inhibitors, primary screen, biochemical, fluorescence, plate reader and imaging, single point. PvdQ acylase [Pseudomonas aeruginosa LESB58]. purified PvdQ acylase. inhibition, % at 10 µM. actives 0.063% (n = 340,000); in the data active means inhibition above about 30%, passing the limit was not always enough;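 further: 0% = vehicle neutral wells and 100% = reference inhibitor wells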
# MITF TRPM1 HTS: activators of MITF-driven TRPM1 promoter reporter, primary screen, cell-based, SK-MEL-5, luciferase, single point; SK-MEL-5 TRPM1-promoter luciferase, 24 h; % of positive control, neutral wells = 0; activation, % at 12.5 µM; actives 0.75% (n = 300,000); AID 588334, 2011;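 active means mean activation of at least 80% with every replicate also reaching 80%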;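 further: 0% = neutral control wells and 100% = parthenolide positive control wells; values of inactives mirror those of a sister screen read the other way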
# HTR5A ag ctr: HTR5A agonists in luminescence cell assay, primary screen, counter-screen for OPRM1-OPRD1 heterodimer agonist project, full-deck HTS; 5-hydroxytryptamine receptor 5A (Homo sapiens), P47898; cell-based; activation, % at 9.3 µM; actives 0.61% (n = 340,000); AID 504692, 2011; in the data active means activation mostly above about 9.5%, no sharp cut-off; inactive means mostly below about 7.6%;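 further: 0% = cells with vehicle only and 100% = reference agonist; strong numbers were not always called active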
# Target sequence (P47898 whole entry, looked up): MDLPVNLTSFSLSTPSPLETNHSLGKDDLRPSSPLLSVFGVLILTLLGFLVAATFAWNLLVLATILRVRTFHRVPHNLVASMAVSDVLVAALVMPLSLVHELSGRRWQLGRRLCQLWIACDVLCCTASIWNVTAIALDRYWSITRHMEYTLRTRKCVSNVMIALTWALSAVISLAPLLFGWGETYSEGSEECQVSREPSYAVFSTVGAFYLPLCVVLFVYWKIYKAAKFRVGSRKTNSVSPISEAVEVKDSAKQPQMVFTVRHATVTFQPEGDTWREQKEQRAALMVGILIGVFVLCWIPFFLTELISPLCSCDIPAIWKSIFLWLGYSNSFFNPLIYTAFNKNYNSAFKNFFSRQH
# dFosB act: activators of delta FosB homodimer, primary screen, biochemical, fluorescence polarization, TAMRA-CDK5 oligo, single point | Protein FosB (Mus musculus), P13346 | purified delta FosB; percent of positive-control signal above neutral wells | activation, % at 25 µM | actives 0.99% (n = 340,000);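 active means mean activation above about 17%, with every replicate also reaching it, limit read from the data, passing the limit was not always enough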;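 further: fluorescence polarization rise as delta FosB binds a TAMRA Cdk5 AP-1 oligo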
# Target sequence (P13346 whole entry, looked up): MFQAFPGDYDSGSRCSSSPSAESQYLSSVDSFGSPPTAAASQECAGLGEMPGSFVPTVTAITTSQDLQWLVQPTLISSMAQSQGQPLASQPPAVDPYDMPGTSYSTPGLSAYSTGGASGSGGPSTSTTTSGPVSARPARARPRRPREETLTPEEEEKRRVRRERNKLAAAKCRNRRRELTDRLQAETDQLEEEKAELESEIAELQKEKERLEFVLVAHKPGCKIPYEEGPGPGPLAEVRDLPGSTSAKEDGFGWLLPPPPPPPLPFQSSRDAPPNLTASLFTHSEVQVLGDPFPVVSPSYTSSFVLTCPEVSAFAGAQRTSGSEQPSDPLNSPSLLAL
# CDK5 p35 inh: inhibitors of human CDK5/p35 kinase, primary screen, biochemical, single concentration | actives 0.01% (n = 330,000) | inhibition, % at 10 µM | Recombinant CDK5/p35, ADP-Glo luminescence, 60 min;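 active means highest replicate inhibition of at least 50% and at least 75% of replicates reaching 50%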;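 further: plate controls were DMSO neutral control for no effect and GW8510 at 10 µM for full effect; many of its hits are not listed in these tables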
# V-ATPase pH: regulators of yeast V-ATPase proton pumping, primary screen, pHLuorin cytosolic pH fluorescence | actives 0.37% (n = 350,000) | S. cerevisiae | response, % at 10 µM; in the data active means response mostly above about 7.3%, no sharp cut-off; inactive means mostly below about 5.4%; further: actives read high; inactives centre near 0; some compounds called inactive have numbers as strong as hits; reference of the scale not given here
# NSD2 HMT inh: NSD2 histone methyltransferase inhibitors, primary screen, biochemical, AlphaScreen, single concentration, set 2. NSD2 peptide methylation, 120 min. Histone-lysine N-methyltransferase NSD2 (Homo sapiens), O96028. AID 743445, 2014. inhibition, % at 12.5 µM. actives 0.54% (n = 310,000); in the data active means inhibition above about 50%
# Wnt act: Wnt/beta-catenin pathway activators, primary screen, cell-based, plate reader, single point; Wnt/beta-catenin reporter cell assay, activator; activation, % at 9.35 µM; actives 1.2% (n = 300,000); AID 743398, 2014; in the data active means activation above about 30%, passing the limit was not always enough;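 further: 0% = neutral control wells and 100% = positive control wells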
# HTR5A inv ag: HTR5A inverse agonists in luminescence cell assay, primary screen, counter-screen for OPRM1-OPRD1 heterodimer inverse agonist project, full-deck HTS; 5-hydroxytryptamine receptor 5A (Homo sapiens), P47898; HTR5A cell line, inverse agonism; inhibition, % at 9.3 µM; actives 0.083% (n = 340,000); AID 504634, 2011; in the data active means inhibition mostly above about 23%, no sharp cut-off; inactive means mostly below about 18%;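 further: 0% = cells with DMSO and 100% = no-cell wells with DMSO; some compounds called inactive have numbers as strong as hits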
# SR-BI DiI inh: inhibitors of SR-BI mediated HDL lipid uptake, primary screen, ldlA[mSR-BI] cells, fluorescence, single point | ldlA[mSR-BI] CHO cells, DiI-HDL uptake fluorescence, 3 h | inhibition, % at 12.5 µM | actives 0.96% (n = 320,000);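 active means mean replicate inhibition of at least 70% and a set share of replicates each scoring 70 or more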;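 further: 0% = median of neutral control wells and 100% = median of positive control wells; values of inactives mirror those of a sister screen read the other way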
# Starred values were filed as active, the others as inactive; . = not tested or not shown. Compounds as they come (roughly 5% active in at least one column).
SMILES,PvdQ acylase,MITF TRPM1 HTS,HTR5A ag ctr,dFosB act,CDK5 p35 inh,V-ATPase pH,NSD2 HMT inh,Wnt act,HTR5A inv ag,SR-BI DiI inh
O=C(Nc1ccnn1C1CCN(C2CCCC2)CC1)c1ccccc1Cl,-3,6,2,-2,-0.5,1,2,-1,-20,-36
O=C(CCc1nnc2ccc(NCc3ccccc3Cl)nn12)NC1CCCC1,-11,-6,0,1,-0.3,-2,-1,1,11,0
COc1ccc(S(=O)(=O)N2CCc3ccccc32)cc1C(=O)NCCc1ccc(S(N)(=O)=O)cc1,-1,-15,13,-1,1.6,-4,7,-1,-35,30
N#CCCN(Cc1ccccc1)C(=O)Nc1ccc(F)cc1,-9,.,3,1,1.4,-5,-2,-2,12,-14
COc1cccc(N2C(=O)CC(N3CCN(c4ccc([N+](=O)[O-])cc4)CC3)C2=O)c1 (centres undefined),-8,8,-2,-7,1.3,-2,-4,-1,6,23
COc1ccc2nc(C)cc(SCC(=O)N/N=C/c3ccc(O)c(O)c3)c2c1,-17,0,2,-5,-8.3,-3,66*,-3,-4,7
CC(=O)Nc1ccc(NC(=O)Nc2ccc3c(c2)N(C)C(=O)CS3)cc1,-8,-7,2,-4,0.3,0,1,.,-5,1
C/C(CC(=O)NC1CCCC1)=N\NC(=O)c1ccc([N+](=O)[O-])c(Cl)c1,-1,-1,4,4,1.2,-5,-1,.,-21,5
CCOC(=O)c1cnc2ccc(OCC)cc2c1N1CCN(c2ccccc2)CC1,-4,9,-2,-12,1.3,6,0,-11,12,22
O=C(Nc1ccc2nc(-c3ccco3)[nH]c2c1)c1cccs1,-6,45,-1,-11,1.2,-4,-1,.,22,12
COc1ccc(N2C(=O)CC(N3CCOCC3)C2=O)cc1 (centres undefined),-7,.,-5,5,0.6,0,0,-1,14,.
O=C(CSc1nc2ccccc2c(=O)n1CCCN1CCOCC1)NCCc1ccccc1,-2,-3,-1,-7,-0.8,-5,.,-2,17,6
O=C(Cn1cccc1)N1CCc2ccccc21,-1,9,0,2,0.4,-3,30,-2,-9,-6
O=C(C1CCN(S(=O)(=O)c2cccs2)CC1)N1CCN(Cc2ccccc2)CC1,1,-5,0,-6,-0.7,-1,0,-1,-9,29
CC(=C\C(=O)O)/C(=C/c1ccco1)C(=O)O,6,1,0,3,-0.1,-2,3,-2,0,.
O=C(Nc1cccc(F)c1)C1CC(=O)N(c2ccc(Br)cc2)C1 (centres undefined),-9,-2,9,0,-0.6,1,10,.,-23,2
CC1CN(C(=S)Nc2ccccc2F)CC(C)O1 (centres undefined),-18,.,1,-4,1.0,-2,-2,0,-3,-7
Cn1c(=O)c2c(nc(NCc3cccnc3)n2Cc2ccccc2Cl)n(C)c1=O,-1,-1,4,-1,0.3,1,2,0,-10,-20
Cc1ccc(C)c(OCCC(=O)Nc2ccc3c(c2)OCO3)c1,-7,6,4,-8,-1.0,0,0,-6,4,13
O=C(Nc1ccnc(-c2cccnc2)n1)c1ccc(Cl)c(Cl)c1,-7,19,-1,7,-1.9,1,-1,.,14,-1
C=CCN(c1ccccc1)S(=O)(=O)c1cccc(C(=O)OCC(=O)NCCOC)c1,4,14,-2,2,-0.4,-1,.,0,11,.
O=C(O)c1cccc(COCC(F)(F)C(F)F)c1,-11,5,-1,4,-0.3,1,0,.,-1,8
Cc1cc2cc(C(c3nnnn3CC3CCCO3)N3CCCc4ccccc43)c(=O)[nH]c2cc1C (centres undefined),-16,-9,-1,-10,0.1,-2,2,0,3,-25
Cc1ccc(NS(=O)(=O)c2ccc3[nH]c(=O)sc3c2)cc1,-25,-1,4,3,1.2,2,-2,-2,-9,-12
COc1cccc(CNS(=O)(=O)c2ccc(N3CCCC3=O)cc2)c1,10,5,6,-8,-0.1,-4,0,3,8,-5
COc1ccc(N/N=C(\C=N\O)C(=O)c2ccc(OC)cc2)cc1,-19,-7,1,-8,-0.2,1,8,.,-2,19
CCN(CC)CC1CN(N=Cc2ccc([N+](=O)[O-])o2)C(=O)O1 (centres undefined),-18,-30,2,3,0.0,-2,17,-3,-9,-12
C[C@]12C(=O)N(c3cccc(Cl)c3)C(=O)N1[C@H]1c3ccccc3OC[C@@H]1[C@H]2c1ccccc1,3,-1,2,-2,-3.3,3,.,.,4,-11
O=C(Nc1cccc(C(F)(F)F)c1)Nn1cnnc1,4,0,0,-2,-0.2,-3,-2,1,-29,-10
Cc1cccn2c(CNC3CCCc4ccccc43)c(C(=O)N3CCCCC3)nc12 (centres undefined),-12,-2,0,-6,1.3,0,-1,-3,-1,-2
CC1CCc2nn(CC(=O)NCc3ccc4c(c3)OCO4)cc2C1 (centres undefined),-7,2,-1,0,0.4,-1,.,-1,3,-13
COc1ccc(N2CC(C(=O)N[C@@H](C)C(=O)NC3CCCCC3)CC2=O)cc1 (some centres undefined),-16,-11,1,0,-5.0,-5,-2,2,-20,-7
CCc1ccccc1NC(=O)C(C#N)Cc1cccnc1 (centres undefined),-7,.,1,-3,-0.8,-2,-1,-1,-5,-15
CCOC(=O)c1cnc2nc[nH]n2c1=O,-14,2,17,-5,0.2,-1,.,0,-48,.
CC(C)(C)CN1C(N)=NC[C@@H]1Cc1ccccc1,-8,11,-5,-6,-0.3,-3,.,-1,13,-14
O=C(CSc1nnnn1-c1ccccc1)NCc1cccs1,3,7,-2,-7,-1.2,.,-11,.,-8,-5
C=CCN(c1ccc(C(=O)Nc2cccc([N+](=O)[O-])c2)cc1)S(C)(=O)=O,-13,6,5,0,-1.9,0,-1,-2,-1,61
Cc1nn(-c2nc(-c3ccco3)cc(C(F)(F)F)n2)c(C)c1Cl,-6,12,1,1,1.3,0,-1,1,16,-30
O=C(O)c1ccc(Cl)c(S(=O)(=O)NC(Cc2c[nH]c3ccccc23)C(=O)O)c1 (centres undefined),0,-22,0,3,-0.3,4,1,5,1,-26
Cn1nnnc1Sc1ncnc2scc(-c3cccc4ccccc34)c12,-12,-34,6,0,-1.1,-2,.,1,-17,-12

# Reformatted tab-delimited: part of the list above.
SMILES	PvdQ acylase	MITF TRPM1 HTS	HTR5A ag ctr	dFosB act	CDK5 p35 inh	V-ATPase pH	NSD2 HMT inh	Wnt act	HTR5A inv ag	SR-BI DiI inh
O=C(CSc1nnnn1-c1ccccc1)NCc1cccs1	3	7	-2	-7	-1.2	.	-11	.	-8	-5
C=CCN(c1ccc(C(=O)Nc2cccc([N+](=O)[O-])c2)cc1)S(C)(=O)=O	-13	6	5	0	-1.9	0	-1	-2	-1	61
Cc1nn(-c2nc(-c3ccco3)cc(C(F)(F)F)n2)c(C)c1Cl	-6	12	1	1	1.3	0	-1	1	16	-30
O=C(O)c1ccc(Cl)c(S(=O)(=O)NC(Cc2c[nH]c3ccccc23)C(=O)O)c1 (centres undefined)	0	-22	0	3	-0.3	4	1	5	1	-26

# (list continues)
SMILES,PvdQ acylase,MITF TRPM1 HTS,HTR5A ag ctr,dFosB act,CDK5 p35 inh,V-ATPase pH,NSD2 HMT inh,Wnt act,HTR5A inv ag,SR-BI DiI inh
CCOc1ccc(N(C(=O)c2cnsn2)C(C(=O)NC2CCCCC2)c2ccncc2)cc1 (centres undefined),5,-9,5,-1,0.8,4,-3,2,19,-13
CC(=O)c1cccc(N2C(=O)C3C(C(=O)Nc4cc(C)on4)C4(C)C=CC3(O4)C2C(=O)NC(C)(C)C)c1 (centres undefined),-6,1,-2,-11,-0.1,5,-4,0,7,-7
Cc1ccc(OCC(=O)OCc2nc3scc(-c4ccccc4)c3c(=O)[nH]2)cc1C,-15,1,1,1,0.7,0,40,0,4,67
COc1ccc(S(=O)(=O)N2CCN(C(=O)c3ccc4ccccc4n3)CC2)cc1,-15,0,-3,-5,-1.8,2,1,1,1,-13
CCOC(=O)CC(=O)CSc1[nH]c(=O)cc(C)c1C#N,-16,5,0,1,-3.1,1,-2,-5,2,12
Cc1ccc(NC(=O)CSc2nc(=O)cc(N)n2CCc2ccccc2)cc1,-3,3,-4,-12,0.8,-3,-2,-4,10,-4
Cc1ccc2[nH]c(=O)c(CN(CCCO)S(=O)(=O)c3cccc4nsnc34)cc2c1,-6,-12,-3,-1,-1.0,0,2,.,7,-39
CCOC(=O)c1ccccc1NC(=O)c1ccccc1SC,5,-2,6,-11,-2.2,1,0,.,24,27
Cc1ccsc1-c1n[nH]c(=S)n1CC(C)C,22,7,3,-3,0.8,1,0,.,-11,3
O=C(CSCc1ccco1)c1cccs1,-3,54,5,0,-2.2,2,5,.,-12,-17

# In the list so far, these have a thiophene ring, fused or not:
SMILES,PvdQ acylase,MITF TRPM1 HTS,HTR5A ag ctr,dFosB act,CDK5 p35 inh,V-ATPase pH,NSD2 HMT inh,Wnt act,HTR5A inv ag,SR-BI DiI inh
O=C(Nc1ccc2nc(-c3ccco3)[nH]c2c1)c1cccs1,-6,45,-1,-11,1.2,-4,-1,.,22,12
O=C(C1CCN(S(=O)(=O)c2cccs2)CC1)N1CCN(Cc2ccccc2)CC1,1,-5,0,-6,-0.7,-1,0,-1,-9,29
O=C(CSc1nnnn1-c1ccccc1)NCc1cccs1,3,7,-2,-7,-1.2,.,-11,.,-8,-5
Cn1nnnc1Sc1ncnc2scc(-c3cccc4ccccc34)c12,-12,-34,6,0,-1.1,-2,.,1,-17,-12
Cc1ccc(OCC(=O)OCc2nc3scc(-c4ccccc4)c3c(=O)[nH]2)cc1C,-15,1,1,1,0.7,0,40,0,4,67
Cc1ccsc1-c1n[nH]c(=S)n1CC(C)C,22,7,3,-3,0.8,1,0,.,-11,3
O=C(CSCc1ccco1)c1cccs1,-3,54,5,0,-2.2,2,5,.,-12,-17

# Next part
SMILES,PvdQ acylase,MITF TRPM1 HTS,HTR5A ag ctr,dFosB act,CDK5 p35 inh,V-ATPase pH,NSD2 HMT inh,Wnt act,HTR5A inv ag,SR-BI DiI inh
CCCCc1ccc(NC(=S)N2CCN(C(=O)OCC)CC2)cc1,1,.,2,-3,1.6,10,0,0,-7,-4
CCCCn1nnnc1NCc1cc(Cl)c(OC)c(OC)c1,-3,6,-2,2,-3.4,-1,-4,-4,9,-3
O=c1[nH]c2ccc(S(=O)(=O)N3CCN(C4CCCCC4)CC3)cc2[nH]c1=O,-4,-5,1,-2,0.7,-2,-3,.,8,-25
Cc1ccc(C(C)(O)CS(=O)(=O)Cc2ccccc2)cc1 (centres undefined),-18,-3,2,8,-0.8,-1,-2,1,-7,-11
Cc1ccc(C(=O)NCC(=O)NCCSc2ccc(Br)cc2)cc1,10,2,-4,6,1.6,-3,-2,4,10,0
CC1CCCN(c2ccc(C(=O)NCCc3ccccc3)cn2)C1 (centres undefined),1,126*,6,-5,5.7,0,.,20,-15,15
